Screening results: PubChem BioAssay, Southern Research Specialized Biocontainment Screening Center
tuberculosis growth = growth inhibition of non-replicating M. tuberculosis (AID 488890) | Mycobacterium tuberculosis non-replicating, growth inhibition; higher % means a stronger effect | inhibition, % at 25 µM; hits with a dose series show IC50 in µM | 0.39% of 320,000 active; in the data active means a potency from the dose series; inconclusive means inhibition mostly from about 82% at the one dose, without a potency; inactive means the rest, 99 in 100 with inhibition below about 76%;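 further: plate controls were DMSO cells for no effect and high antibiotic wells for full effect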
H1N1 NS1A inhibition = H1N1 influenza NS1A inhibitors, functional cell based assay (AID 504329). NS1A functional cell-based assay, percent inhibition; higher % means a stronger effect. one-dose inhibition, % at 12.5 µM; IC50 in µM for titrated hits. 0.3% of 340,000 active; in the data active means a potency from the dose series; inconclusive means inhibition above about 27% without an active follow-up result; further: strong numbers were not always called active
M. tuberculosis HTS = M. tuberculosis growth inhibition, HTS (AID 449762); M. tuberculosis H37Rv growth inhibition, 7H9 media; higher % means a stronger effect; inhibition, % at 25 µM, or IC50 in µM where a hit was titrated; 0.59% of 330,000 active; in the data active means a potency from the dose series; inconclusive means inhibition above about 70% without an active follow-up result;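 further: bacterial growth assessed after seven days of incubation; strong numbers were not always called active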
PhoP GFP inhibition = PhoP regulon inhibitors, Salmonella typhi PhoP promoter GFP reporter, confirmatory (AID 1850). Salmonella Typhi PhoP-promoter GFP reporter, fluorescence, 4 h; higher % means a stronger effect. inhibition, % at 50 µM; hits with a dose series show IC50 in µM. 0.33% of 310,000 active; in the data active means a potency from the dose series; inconclusive means inhibition mostly from about 25% at the one dose, without a potency; inactive means the rest, 99 in 100 with inhibition below about 19%;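 further: 0% = induced wells with vehicle and 100% = uninduced wells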
VEEV TC-83 Vero = inhibitors of VEEV TC-83 cytopathic effect, confirmation, Vero cells (AID 588727). 0.13% of 350,000 active. Vero cells, VEEV TC-83 cytopathic effect inhibition; higher % means a stronger effect. inhibition, % at 20 µM; hits with a dose series show IC50 in µM; in the data active means a potency from the dose series; inconclusive means inhibition mostly from about 14% at the one dose, without a potency; inactive means the rest, 99 in 100 with inhibition below about 12%; further: strong numbers were not always called active
VEEV TC-83 Vero 10K pilot screen = also measured in VEEV TC-83 Vero; calls as there; inhibition, %; measured here: 10K pilot screen inhibition
* = called active by the depositor; i = inactive; ? = inconclusive; . = no result given. The order is random; overall some 1.6% were active at least once.

SMILES | tuberculosis growth | H1N1 NS1A inhibition | M. tuberculosis HTS | PhoP GFP inhibition | VEEV TC-83 Vero | others
Clc1ccccc1OCc1nn[nH]n1 | 43% | 0% | -4% | 2% | 1.1%
Cc1n[nH]c(C)c1S(=O)(=O)N1CCN(C2CCCCC2)CC1 | -2% | 5% | 7% | -2% | i
CC1=Nc2ccccc2/C1=C/c1c(C)[nH]c2ccccc12 | . | -12% | . | . | 4.6%
Cc1cccc(N2N=C(C(=O)N3CC(=O)Nc4ccccc43)CCC2=O)c1 | 12% | 5% | -2% | -13% | 0.9%
Nc1nc2ccccc2n1C(=O)c1ccc(F)cc1 | i | 0% | ? | 3% | 3.0%
Cc1ccc(C(=O)NCC(=O)OCC(=O)N2CCCc3ccccc32)cc1 | 10% | -1% | 1% | -5% | 0.7%
Cc1cc2ccccc2c(=O)n1CC(=O)NCC(=O)N1CCN(c2ccccc2)CC1 | 0% | 4% | 3% | 0% | 2.2%
Clc1ccc(COc2ccccn2)c(Cl)c1 | 5% | 19% | -7% | -10% | 2.9%
COc1ccc(-c2csc(NC(=O)CSc3nc(C)cs3)n2)cc1 | 6% | -24% | -14% | 9% | 3.5%
O=C(NC(=S)Nc1cccc2cc(O)ccc12)c1ccco1 | 50% | -3% | -5% | -10% | 6.4%
O=C(c1ccc(N2CCN(C3CC(=O)N(c4ccc(F)cc4)C3=O)CC2)cc1)c1cccnc1 (stereo unspecified) | 27% | . | 5% | 8% | .
CC(C)OCCCNC(=O)C(C)Oc1ccccc1 (stereo unspecified) | -10% | 0% | -4% | 2% | i
CN(C)CC1CCCCC1OC(=O)c1ccc(S(=O)(=O)N(C)c2ccccc2)cc1 (stereo unspecified) | -4% | 10% | -3% | -5% | 0.3%
CCN(CCCNC(=O)CCCOc1cc(=O)n(C)c2ccccc12)Cc1ccccc1 | 10% | -7% | -14% | 0% | i
O=C(c1ccc2nc(Cc3cccc(Cl)c3)oc2c1)N1CCC(CO)CC1 | 2% | 9% | -1% | 1% | 3.8%
Cn1c(-c2cccc3ccccc23)n[nH]c1=S | 30% | -6% | -2% | 5% | 0.0%
COc1cccc(C2=CC(=O)C[C@H](c3ccc(F)cc3)C2)c1 | 20% | -1% | 9% | . | 2.5%
O=C(CCCCCBr)N1CCC(CC2CC(c3ccc(Cl)cc3)=NO2)(C(=O)NCC2CCCCC2)CC1 (stereo unspecified) | 9% | -6% | 0% | 2% | i
CCOC(=O)Cc1cc(OC)c(OC)cc1Cc1cc(OC)c(OC)cc1CC(=O)OCC | 1% | -8% | 2% | -13% | i
CCCNC(=O)C(Cc1ccccc1F)NC(=O)c1ccccn1 (stereo unspecified) | 10% | 3% | -7% | . | 0.3%
CCSc1nnc(NC(=O)c2cc(-c3ccc(C)c(C)c3O)n[nH]2)s1 | . | -6% | . | . | 0.9% | VEEV TC-83 Vero 10K pilot screen=1.6
CC(C)(C)N(Cc1ccccc1)C(=O)COC(=O)CCN1C(=O)C2CC=CCC2C1=O (stereo unspecified) | . | -18% | . | . | 1.6%
O=C(OCCCN=C1NS(=O)(=O)c2ccccc21)c1cccs1 | -14% | -1% | -11% | -2% | 1.1%
Cc1cc(NC(=O)CN2CCN(S(=O)(=O)c3ccc(Cl)cc3)CC2)no1 | 9% | -6% | 0% | -6% | i
Cc1cc(NS(=O)(=O)c2ccc(C(C)C)cc2)no1 | 30% | -11% | -4% | -1% | 1.6%
CCC(C)NC(=O)c1ccc(CSc2nc3ccncc3n2Cc2ccc(F)cc2)cc1 (stereo unspecified) | 64% | -8% | 7% | -7% | 8.2% | VEEV TC-83 Vero 10K pilot screen=3.7
Cc1cc(NC(=O)c2ccco2)ccc1NC(=O)Cc1cccs1 | -2% | 3% | 0% | -6% | 1.0%
COc1ccccc1N(CC(=O)N1CCN(c2ccc(F)cc2)CC1)S(=O)(=O)c1ccc(C)cc1 | -9% | -11% | -11% | -3% | i
C/C(=N\NC(=O)Cc1ccc([N+](=O)[O-])cc1)c1cccnc1 | -2% | -2% | 2% | -1% | i
CN1C(=O)N(C)C2C1NC(=O)N2C (stereo unspecified) | 1% | 6% | -1% | 1% | i
CCC(=O)OCC(=O)Nc1cc(S(=O)(=O)N(C)C)ccc1Cl | 11% | -5% | 5% | 3% | 1.0%
CCCCCCC(=O)N(O)C1CC(=O)N(c2ccc(Cl)cc2)C1=O (stereo unspecified) | ? | -7% | ? | 9% | i
CCNC(=S)N1CCCC(C(N)=O)C1 (stereo unspecified) | -8% | 2% | -5% | -3% | 2.5%
COc1cc(/C=N/Nc2ccc(Cl)cc2)ccc1OC(=O)c1cccs1 | ? | 1% | ? | 1% | i
Cc1cccc(C)c1NS(=O)(=O)c1cc2c3c(c1)CCN3C(=O)CC2 | 6% | -4% | -3% | -3% | 1.8%
COCCN(C(=O)COc1ccccc1C#N)c1c(N)n(Cc2ccccc2)c(=O)[nH]c1=O | 8% | -7% | -7% | -2% | 0.8%
Cn1c(=O)n(CCOc2ccccc2Cl)c2ccccc21 | 34% | -2% | 0% | 4% | 6.2%
Cn1c(N)c(C(=O)COC(=O)/C=C/c2cccc(Cl)c2)c(=O)n(C)c1=O | -8% | -21% | -5% | . | 2.5%
CCCN1CCC(NC(=O)CC2C(=O)NCCN2Cc2ccccc2C)CC1 (stereo unspecified) | 6% | 0% | -6% | -4% | i
O=C(CSc1ccccc1F)NCCN1C(=O)CSC1=O | -1% | -3% | 2% | . | i
Cc1ccc(-c2cc(C(=O)Nc3ccccc3C)c3ccccc3n2)o1 | 74% | 8% | 6% | -9% | 5.8%
COc1ccc(OCCOC(=O)c2nc3nccc(C)n3n2)cc1 | -5% | 7% | 0% | -4% | 0.5%
CCCCc1cc(=O)oc2cc(OCC(=O)NCCN3CCOCC3)ccc12 | 0% | -7% | -7% | 9% | 1.3%
COCCn1c(C)cc(/C=C(\C#N)C(=O)OCC(=O)N(C)c2c(N)n(Cc3ccccc3)c(=O)[nH]c2=O)c1C | 11% | -13% | 6% | 5% | 3.6%
CCOC(=O)/C(=N/Nc1ccc(OC)cc1)Sc1nnc(CCc2ccccc2)n1-c1ccccc1 | -7% | 0% | 17% | -7% | i
CNS(=O)(=O)c1ccc(NC(=O)C2CC(=O)N(c3ccc(Cl)cc3)C2)cc1 (stereo unspecified) | -14% | 2% | 0% | 3% | i
Cc1cc(NC(=O)/C(C#N)=C\c2ccc(-c3ccc(SC(F)F)cc3)o2)n(-c2ccccc2)n1 | . | -19% | . | . | 6.1%
CCCCN(Cc1ccccc1)C(=O)C1CCN(Cc2sccc2C)CC1 | 26% | 1% | 3% | 5% | i
CC(C)C(=O)Nc1cccc(-c2nc3ccccc3c(=O)o2)c1 | 3.8µM* | 2% | 44µM* | -5% | 1.9% | VEEV TC-83 Vero 10K pilot screen=1.3
COc1ccc(S(=O)(=O)NCc2ccc(C(=O)NCc3cccnc3)cc2)cc1 | -4% | . | -2% | 16% | .

Further structures follow:
SMILES | tuberculosis growth | H1N1 NS1A inhibition | M. tuberculosis HTS | PhoP GFP inhibition | VEEV TC-83 Vero | others
CC(=O)N1CSCC1C(=O)N1CCN(c2ccc(N3CCOCC3)nn2)CC1 (stereo unspecified) | -16% | 5% | -3% | 31% | 0.2%
CSCCC(NC(N)=O)C(=O)NCc1ccccc1Cl (stereo unspecified) | -3% | 0% | -3% | 2% | i
CCOC(=O)C1(C)NC(c2ccco2)C2C(=O)N(c3ccc(C)cc3)C(=O)C21 (stereo unspecified) | -3% | 18% | 4% | -3% | 0.3%
CCCCC(CC)C(=O)Nc1cccc(SC)c1 (stereo unspecified) | -18% | -3% | 11% | 7% | 0.4%
Cc1nn(C)c(C)c1NC(=O)COc1ccccc1C#N | -10% | -10% | -6% | . | 1.5%
C=CCN1C(=O)/C(=C\c2ccc(OC(=O)c3ccco3)c(OC)c2)SC1=S | 10% | -4% | 9% | -5% | 0.8%
O=C(NCCSc1c[nH]c2ccccc12)c1ccco1 | 4% | 5% | -4% | -4% | 0.0%
CCOc1cc(-c2nc(C)c(C(C)=O)n2O)ccc1OCC(=O)Nc1ccc(F)cc1 | -8% | -3% | 70% | 7% | 8.5%
CCCC(=O)Nc1ncnc2c1ncn2[C@@H]1O[C@@H]2OP(=O)(O)OC[C@H]2[C@H]1OC(=O)CCC | -6% | 2% | -4% | -4% | 0.9%
COC(=O)Cc1cc(=O)n2[nH]c(C(F)(F)F)nc2n1 | 13% | -13% | -3% | -1% | i
C=CCNc1c2c(nc3nnnn13)CCCC2 | 2% | -2% | -2% | 2% | 0.9%
COC(=O)Nc1nc2ccc(C(=O)c3ccc(F)cc3)cc2[nH]1 | -3% | . | 14% | 18% | .
Cc1ccc(C(=O)Nc2ccc(-c3csc(C)n3)cc2)cc1 | 26% | 4% | 6% | -1% | 1.1%
CCOc1ccc(NC(=O)CNC(=O)COc2ccccc2)cc1 | 10% | -16% | -14% | -5% | 1.5%
Cc1ccc(NC(=O)N2CCCc3ccccc32)cc1 | 11% | -3% | 6% | 6% | 0.5%
Cc1ccc(OCCCn2cc(C#N)c3ccccc32)cc1 | 38% | -6% | -6% | 2% | i
O=C(Nc1cc(Cl)ccc1-n1cncn1)c1ccccc1OC(F)F | . | 5% | . | . | 7.9%
Cc1occc1-c1nnc(SCC(=O)N2CCc3ccccc32)o1 | ? | 1% | ? | 3% | 1.2%
COc1cccc2c(=O)cc(C)n(CC(=O)Nc3ccccc3C)c12 | 25% | -5% | 23% | 1% | 2.4%
COc1ccc([C@H]2CC(=O)C=C(c3ccc4ccccc4c3)C2)cc1OC | -9% | 0% | 25% | . | 0.4% | VEEV TC-83 Vero 10K pilot screen=4.1

Three entries out of the list, arranged by number of heavy atoms, low to high:
SMILES | tuberculosis growth | H1N1 NS1A inhibition | M. tuberculosis HTS | PhoP GFP inhibition | VEEV TC-83 Vero | others
Cc1ccc(NC(=O)N2CCCc3ccccc32)cc1 | 11% | -3% | 6% | 6% | 0.5%
Cc1ccc(OCCCn2cc(C#N)c3ccccc32)cc1 | 38% | -6% | -6% | 2% | i
COc1cccc2c(=O)cc(C)n(CC(=O)Nc3ccccc3C)c12 | 25% | -5% | 23% | 1% | 2.4%

Quoted at random: two entries already listed, in no set order.
SMILES | tuberculosis growth | H1N1 NS1A inhibition | M. tuberculosis HTS | PhoP GFP inhibition | VEEV TC-83 Vero | others
C=CCNc1c2c(nc3nnnn13)CCCC2 | 2% | -2% | -2% | 2% | 0.9%
Cc1ccc(OCCCn2cc(C#N)c3ccccc32)cc1 | 38% | -6% | -6% | 2% | i

Continued.
SMILES | tuberculosis growth | H1N1 NS1A inhibition | M. tuberculosis HTS | PhoP GFP inhibition | VEEV TC-83 Vero | others
Cc1ccc(-c2cc(-c3ccccc3)no2)cc1 | 36% | 9% | 5% | 5% | 0.0% | VEEV TC-83 Vero 10K pilot screen=0.6
O=C(CSc1nc2ccccc2c(=O)n1-c1ccc(F)cc1)NCc1ccco1 | -5% | -1% | -2% | 0% | 1.1%
CCC(=O)Nc1c(C(=O)N2CCN(c3ccccn3)CC2)cnn1-c1ccc(C)cc1 | -2% | -4% | 0% | -13% | i
Cc1ccccc1Cn1nc(C)c(NC(=O)c2nc3n(n2)C(C(F)F)CC(C)N3)c1C (stereo unspecified) | 3% | -12% | -11% | -1% | 2.0%
CC(C)c1c(Cl)c(O)c(-c2ccccc2)c(=O)n1-c1ccc(F)cc1 | 46% | -3% | 0% | -6% | 0.4%
CC(CNS(=O)(=O)c1cc(Cl)ccc1Cl)CN(C)C (stereo unspecified) | -9% | 0% | -8% | -2% | 0.6%
COC(=O)C1=C(C)N(Cc2ccccc2)C(=NCC2CC2)N[C@H]1c1ccccc1 | ? | 6% | ? | . | i
S=c1[nH]nc(COc2ccc(Cl)cc2Cl)n1-c1ccccc1 | -25% | 0% | 2% | -13% | i
COc1ccccc1N(CC(=O)NCC(C)C)S(=O)(=O)c1cccs1 | -7% | 14% | 2% | -2% | i
CC(=O)NC1(c2ccccc2)CCN(c2cc(C)nc(-c3ccccc3)n2)CC1 | 38% | -3% | 7% | 5% | 0.7%
O=C(N/N=C/c1ccc(Br)o1)c1ccc2c(c1)OCCO2 | 70% | 5% | 6% | -1% | i
CCNC(=S)NNC(=O)c1csc(CC)c1 | -14% | -11% | 1% | -1% | 11%
CCN(C(=O)CSc1nc(C)nc2sc3c(c12)CCC3)C1CCS(=O)(=O)C1 (stereo unspecified) | 10% | . | 3% | . | .
COc1ccc(S(=O)(=O)N2CCCC(C(=O)Nc3cccnc3)C2)cc1Cl (stereo unspecified) | 31% | 9% | 3% | -18% | 1.8%
COc1cc(OC)c(OC)cc1C=O | -1% | -4% | 1% | . | 0.2%
